ALOX12 inh – Primary qHTS assay for inhibitors of human arachidonate 12S-lipoxygenase (ALOX12): Round 2; Polyunsaturated fatty acid lipoxygenase ALOX12 (Homo sapiens), P18054; actives 1.1% (n = 580,000); Potency, µM (highest dose often 108 µM), for the others: top-dose activity change, negative = inhibition, hits mostly inhibitors; AID 1671190, 2021; purified 12hLO, xylenol orange hydroperoxide absorbance; active means well fitted inhibition curve with a large enough effect; inconclusive means small, poorly fitted or top-dose-only effect, or another doubt; inactive means no such curve, though single readings can be large or run the other way
Target sequence (P18054 whole entry, looked up): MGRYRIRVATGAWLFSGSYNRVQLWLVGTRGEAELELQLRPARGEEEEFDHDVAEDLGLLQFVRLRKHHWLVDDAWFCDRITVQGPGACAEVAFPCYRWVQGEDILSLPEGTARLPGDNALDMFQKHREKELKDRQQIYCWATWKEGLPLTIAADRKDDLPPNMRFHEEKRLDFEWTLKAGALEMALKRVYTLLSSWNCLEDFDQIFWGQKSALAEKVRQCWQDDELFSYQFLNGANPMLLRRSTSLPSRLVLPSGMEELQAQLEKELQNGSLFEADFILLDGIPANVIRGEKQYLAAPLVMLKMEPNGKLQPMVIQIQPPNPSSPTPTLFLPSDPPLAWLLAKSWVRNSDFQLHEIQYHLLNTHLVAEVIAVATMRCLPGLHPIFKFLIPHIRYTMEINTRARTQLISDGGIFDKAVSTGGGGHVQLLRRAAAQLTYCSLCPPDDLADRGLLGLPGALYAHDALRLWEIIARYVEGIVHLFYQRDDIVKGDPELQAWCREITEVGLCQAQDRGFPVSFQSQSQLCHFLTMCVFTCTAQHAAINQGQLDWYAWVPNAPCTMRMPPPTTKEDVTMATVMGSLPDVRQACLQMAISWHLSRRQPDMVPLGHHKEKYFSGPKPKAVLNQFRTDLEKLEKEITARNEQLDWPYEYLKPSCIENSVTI
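Purified human 12hLO (150 nM final) in 25 mM Hepes, 0.01% Triton X-100, pH 7.0 was preincubated 15 min at room temperature with compound. Then 40 uM arachidonic acid was added, 30 min. Hydroperoxide was read by Fe-XO absorbance ratio 573/405 nm.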
Numbers without * were called inactive; ? = inconclusive; [ ] = remark or other dose. On the % scale 0 is the no-effect control and ±100 the full control effect; potency means the concentration at half of the fitted maximal effect.

Compound | ALOX12 inh
COC[C@H]1CCCN1C(=O)[C@@H](C)C1CC[C@@]2(C)CC[C@H](NC(=O)c3ccc(C#N)cc3)[C@@H](C)[C@@H]2[C@H]1O (stereo partly specified) | 46%[activator]
Cc1cnc(C2CCC2)n1CC1CCN(C(=O)CC2CCCC2)CC1 | 50%[activator]
CCCn1nc(C)c(-c2cc(C(=O)N3CCc4c(nc5cc(-c6ccccc6)[nH]n5c4=O)C3)[nH]n2)c1C | 11%
Clc1ccc(-c2cc3c(cn2)CN(Cc2ccncc2)CCN3)cc1 | ?
O[C@@H]1CC(CNCC2CCCC2)(COc2cccnc2)C[C@@H]1O (stereo partly specified) | ?
CC(=O)N1CCC(N2CCC[C@H]2c2nc(-c3ccc(-c4ccncc4)nc3)no2)CC1 | 0%[176 µM]
O=C(Cc1cccc(F)c1)NCCn1cccc1-c1nc(-c2ccc3c(c2)OCO3)no1 | 24%
Cc1nc2c(c(-c3ccc(O)cc3)n1)CN(C(=O)c1ccccc1C)CC2 | 12%
COc1ccc(NC(=O)[C@@H]2C[C@@H](c3ccc(F)cc3)N(Cc3ccccc3)C2)cc1 | ?
Cc1ccc(NC(=O)N2CCC(c3nc(CCOCC4CC4)no3)C2)cc1C (stereo unspecified) | 42%[activator]
COc1ccc(CN2CCC(C3CCN(C(C)=O)CC3)C2)c(Cl)c1OC (stereo unspecified) | 34%[activator]
CN1C[C@@H](NC(=O)c2ccccn2)C[C@H]1c1nc(-c2ccc3ccccc3c2)no1 | 65%[activator][176 µM]
Cc1c(F)cccc1NC(=O)Nc1cccc(-c2ccc(N3CCOCC3)nn2)c1 | -21%
CCOc1cc(=O)n2c(c1C(=O)Nc1cccc(Cl)c1)CCCC2 | 19%
Cc1nn(-c2ccc(F)cc2)c(Oc2ccc(F)cc2F)c1CCC(=O)NC(C)C | 49%[activator]
CC(C)(C)CC(=O)NC1CCN(c2cnn(Cc3ccccc3)c(=O)c2)CC1 | -6%
Cc1ccc(C(=O)Nc2cccc(C(F)(F)F)c2)cc1Nc1nc(-c2cccnc2)nc2c1cnn2C | ?
CCOc1ccccc1NC(=O)CC1CCCN(c2cnn(CC3CC3)c(=O)c2)C1 (stereo unspecified) | 7%
C=CCCC(CN1CCCOCC1)Oc1ccc(-c2ccccc2)nn1 (stereo unspecified) | -18%
O=C(NCCCn1ccnc1)c1ccc(C2CCCNC2)cc1 (stereo unspecified) | 22%
COc1ccc(OC2CCN(C(=O)C3CC3)CC2)c(C(=O)NCCCN2CCOCC2)c1 | 24%
COCC(=O)N[C@H]1C[C@H]2C(=O)Nc3ccc(-c4ccsc4)cc3C(=O)N2C1 | ?
COc1ccc2c(c1)nc1n2[C@@H](CNC2CCOCC2)COC1 | 4%[176 µM]
COc1ccc(-c2ccc3ncn(C4CC4)c(=O)c3n2)cc1OC | 12%[176 µM]
Cc1c(-c2ccccc2F)[nH]c2ccc(CNC(=O)CCN3CCCO3)cc12 | ?
O=c1[nH]c(N2CCOCC2)nc2c1CCN(Cc1ccccc1C(F)(F)F)CC2 | 39%[activator]
COc1ccc(CC(=O)N2CCC3(CC2)CC(=O)N(c2ccccc2)c2ccccc2O3)cc1 | 29%
Cc1cc(C)n(CCCN(C)C(=O)C2C3C(=O)N(CCC(C)C)C[C@@]34C=C[C@@H]2O4)n1 (stereo partly specified) | -14%
Cn1cc(CN2CCCC(COc3ccccc3C(=O)N3CCCCC3)C2)c2ccccc21 (stereo unspecified) | 1%
CN(C)c1cccc(Oc2nnnn2[C@H]2CO[C@H]3[C@@H]2OC[C@@H]3NCC2CC2)c1 | -6%[176 µM]
CC(=O)Nc1cccc(C(=O)NC2CCCN(c3cc(-c4ccccc4)[nH]n3)C2)c1 (stereo unspecified) | 10%
Cc1cnc(C(=O)NCC23CCC=C2N(C)C(=O)CC3)cn1 (stereo unspecified) | 5%
OCC1(CN2CCCC2)CCN(Cc2cccc3cc[nH]c23)CC1 | 4%
CCn1cc(S(=O)(=O)NCC2COc3ccccc3C2)c(C)n1 (stereo unspecified) | 9%
CNC(=O)[C@@H]1CN(C(=O)CCc2ccc(OC)cc2)C[C@H]1COC | 31%[activator]
CCOc1ccccc1C1NC(=O)N(CC(=O)N2CCN(c3ccc(F)cc3)CC2)C2=C1C(=O)OC2 (stereo unspecified) | 13%
COc1ccc(C(=O)N2CCC3(CC2)CC(=O)c2ccc(Cl)cc2O3)cc1 | ?
N#Cc1ccc(S(=O)(=O)NC2CCc3n[nH]c(=O)n3CC2)cc1 (stereo unspecified) | -3%
Fc1ccc(OCCc2noc(C3CCCCN3)n2)cc1 (stereo unspecified) | 16%
O=C(Nc1ccccc1F)N1CCC2(CCCN(C3CCCCC3)C2=O)C1 (stereo unspecified) | 54%[activator]
COCc1nc(C2CCCN(C(=O)CC3CCCC3)C2)no1 (stereo unspecified) | 22%
CC(C)N1CC2CCC(C1)N2Cc1ccc(C#N)cc1 | 29%[176 µM]
CCc1cc(NCc2nc(-c3ccncc3)n[nH]2)n2nc(C)c(C)c2n1 | 116%[activator]
Cc1ccc(C(=O)N2CCC(c3nn(Cc4ccccc4)c(=O)[nH]3)CC2)cc1 | 55%[activator]
Cc1noc(-c2ccc(N3CCC(CN4CCCC4=O)CC3)nc2)n1 | 0%
CCNC(=O)N(C1CC1)C1CCOC2(CCN(C(=O)c3n[nH]c4ccccc34)CC2)C1 (stereo unspecified) | 20%
CS(=O)(=O)N1CC2(CCN(C3CCCCC3)CC2)Cc2ccccc21 | 0%[6.33 µM]
Cc1ccccc1OCC(=O)c1ccc2c(c1)N(CC(=O)NCc1ccco1)C(=O)CO2 | 11%
CCOc1ccc(C(=O)NCCn2ccn3nc(-c4cc(C)ccc4C)cc3c2=O)cc1 | 28%
COc1cc(CN2CCN(c3ncc(Cc4ccccc4)cn3)CC2)cc(OC)c1 | -7%
COCCCNC(=O)C(NC(=O)c1ccccc1)C1CCN(C(=O)C2CC2)CC1 (stereo unspecified) | 59%[activator]
O=C(C[C@@H]1C[C@H]2O[C@H](CNC3CCC3)[C@@H](O)[C@H]2O1)N1CCOCC1 | -2%[176 µM]
O=C(NCC1Cn2cccc2C(=O)N1Cc1ccccc1)C1CCC1 (stereo unspecified) | 10%
CN(CC(=O)N[C@H]1CCOC[C@H]1C1CCOCC1)Cc1ccncc1 | 65%[activator]
Nc1nc2c(ncn2[C@@H]2O[C@H](C(=O)N[C@H](Cc3ccccc3)C(=O)NC3CCCCC3)[C@@H](O)[C@H]2O)c(=O)[nH]1 | 0%
COC(=O)[C@H](NC(=O)C1=C[C@@H](NS(=O)(=O)c2cccc(C(F)(F)F)c2)[C@@H](O)[C@H](O)C1)C(C)C | 42%
O=C(CN1C(=O)C(c2ccccc2)=NC12CCCC2)NCCC1=CCCCC1 | 3%
CCO[C@H]1CN(C(=O)CN(c2cccc(C)c2)S(C)(=O)=O)C[C@@H]1O | 47%[activator]
Cc1cc(C)cc(NC(=O)C2CC(=O)N(c3n[nH]c4cccc(F)c34)C2)c1 (stereo unspecified) | -12%
Cc1nc(C)c(C)c(N2CCCC(c3nccn3Cc3ccccc3)C2)n1 (stereo unspecified) | 27%

Single entries from the list:
COc1ccc(CN2CCC(C3CCN(C(C)=O)CC3)C2)c(Cl)c1OC (stereo unspecified) – ALOX12 inh = 34%[activator]
CNC(=O)[C@@H]1CN(C(=O)CCc2ccc(OC)cc2)C[C@H]1COC – ALOX12 inh = 31%[activator]
Cc1nc(C)c(C)c(N2CCCC(c3nccn3Cc3ccccc3)C2)n1 (stereo unspecified) – ALOX12 inh = 27%
Cc1ccc(C(=O)N2CCC(c3nn(Cc4ccccc4)c(=O)[nH]3)CC2)cc1 – ALOX12 inh = 55%[activator]
Cc1cnc(C(=O)NCC23CCC=C2N(C)C(=O)CC3)cn1 (stereo unspecified) – ALOX12 inh = 5%
CC(=O)Nc1cccc(C(=O)NC2CCCN(c3cc(-c4ccccc4)[nH]n3)C2)c1 (stereo unspecified) – ALOX12 inh = 10%

Continuation:
Compound | ALOX12 inh
N[C@H]1CCN2C(=O)c3cc(-c4ccc5c(c4)OCO5)ccc3NC(=O)[C@H]12 | ?
Clc1cc(NC2CCCCC2)n2nccc2n1 | 3%[176 µM]
CCOc1cccc(CN2CCCC(COc3ccccc3C(=O)N3CCCCC3)C2)c1 (stereo unspecified) | -9%
Cn1nc2n(c1=O)CCC(NC(=O)CCc1nc3ccccc3[nH]1)CC2 (stereo unspecified) | -7%
CN1Cc2cccn2CC1CNC(=O)c1cc(CN2CCOCC2)on1 (stereo unspecified) | 55%[activator]
COC(=O)[C@]12C[C@H](CC(=O)NCC3CCCCC3)C(=O)N(Cc3ccc4c(c3)OCO4)C1=C[C@H](COCc1ccccc1)O[C@@H]2C | -5%
O=C(NCc1ccc(Cl)cc1)[C@@H]1Cc2nc[nH]c2CN1Cc1ccc(Cl)cc1 | 1%[176 µM]
CC(C)c1noc(-c2cccn3c(CNC(=O)c4cccc(Cl)c4)nnc23)n1 | 91%[activator]
C[C@H]1[C@@H](NC(=O)NCc2ccccc2)CC[C@@]23CCCN2C(=O)CCC[C@@H]13 | -2%
NC(=O)[C@@H]1CCCN1C(=O)[C@H]1O[C@@H](n2ccc(N)nc2=O)[C@H](O)[C@@H]1O | 5%
O=C(NCc1cccnc1)[C@@H]1C[C@@H](O)CN1C1CCN(C(=O)c2ccsc2)CC1 | 60%[activator]
COc1ccc(C(=O)N2CCC[C@H]2c2nc(-c3ccccc3Cl)no2)cc1OC | -2%
Cc1cc(CN2CCC3(CC2)CCN(C(=O)c2ccco2)CC3CO)on1 (stereo unspecified) | -10%
CCn1c(C)c(CN2CCc3nc(N(C)C)[nH]c(=O)c3CC2)c2ccccc21 | -2%
CC(=O)/C=C/C1C(C)=CCC(C)C1(C)C (stereo unspecified) | -17%[176 µM]
Cc1nn(C)c(C)c1CCC(=O)N1CCN(C(=O)N2CC3CC(C2)[C@H]2CCCC(=O)N2C3)CC1 (stereo partly specified) | 58%[activator]
Cc1noc(C)c1CO[C@@H]1COCC[C@H]1NC1CSCCSC1 | 55%[activator]
COc1ccc(-c2nnc3n2CCN(C(=O)C(C)(C)C)C3)cc1 | 22%[176 µM]
COCc1nc(C2CC(N)C2)cc(N(C)Cc2csc(C(C)C)n2)n1 (stereo unspecified) | 15%
CCNC(=O)[C@@H]1C[C@H](NC(=O)c2ccc(=O)n(C)c2)CN1Cc1ccoc1 | 7%
COc1ccc(C(=O)Nc2ccc([C@H]3OCC(=O)N(Cc4cccnc4)[C@@H]3CO)cc2)cc1 | -16%
COc1ccc(F)cc1-c1ncc2c(n1)OCCN(c1cccc(C(F)(F)F)c1)C2=O | -1%[176 µM]
CCO[C@H]1CN(C(=O)C(C)(C)Oc2ccc3c(c2)CCC3)C[C@@H]1O | ?
O=C(C1CC=CC1)N1C[C@@H](COCC2CC2)[C@H](c2ccncc2)C1 | 12%
O=C(NC1CCCC1)N1CCN(c2nc3ncccc3o2)CC1 | 14%[176 µM]
COc1ccc2cc(C(=O)N3CCc4nn(C)c(=O)n4CC3)[nH]c2c1 | 31%
CCc1cc(N2CCOC(c3ccc4cc(OC)ccc4c3)C2)nc(C)n1 (stereo unspecified) | 30%
CN(C1CCc2ccccc21)[S+](=O)([O-])c1cccc(C(F)(F)F)c1 (stereo unspecified) | 95%[activator]
Cc1cnc(-c2ccccc2)n1CCNC(=O)c1cn(C)cn1 | 11%
COCCNC(=O)C1CCc2sc(C(=O)N(C)C)cc2C1 (stereo unspecified) | 34%[activator]
FC(F)(F)c1ccc(CN2CCn3c(nnc3-c3cccnc3)C2)cc1 | -2%[6.33 µM]
Cc1nn(Cc2ccccc2)c(C)c1[C@@H]1C=C[C@@H](NC(=O)CSCC(=O)O)C1 | 11%[176 µM]
O=C(NCc1ccc2c(c1)OCO2)c1ccc(-c2ccc(N3CCSCC3)nc2)cc1 | ?
COc1ccc(OC)c(NC(=O)Cn2c(N3CCCCC3)nc(C)c(C)c2=O)c1 | -2%
CN(c1ccccc1)c1ccc2nnc(-c3cc(C(=O)NC4CCOCC4)ccn3)n2n1 | ?
CCc1cc(=O)n(CC(=O)Nc2ccc(Br)cc2)c(N2CCOCC2)n1 | 21%
Cc1ccc(CNc2ccc3nnc(C(C)C)n3n2)o1 | 44%
Nc1nc(C2CC(NC(=O)Cc3noc4ccccc34)C2)cc(=O)[nH]1 (stereo unspecified) | 5%
CCn1nccc1C(=O)N1CCCC(c2nn(C)c(=O)n2C(C)C)C1 (stereo unspecified) | 10%
COc1ccc(CCc2nc3nccc(-c4cccs4)n3n2)cc1 | 21%

Some of these compounds in order of molecular weight, smallest number first.
Compound | ALOX12 inh
Cc1nn(Cc2ccccc2)c(C)c1[C@@H]1C=C[C@@H](NC(=O)CSCC(=O)O)C1 | 11%[176 µM]
CN(c1ccccc1)c1ccc2nnc(-c3cc(C(=O)NC4CCOCC4)ccn3)n2n1 | ?
O=C(NCc1ccc2c(c1)OCO2)c1ccc(-c2ccc(N3CCSCC3)nc2)cc1 | ?

Other structures follow:
Compound | ALOX12 inh
COc1ccc(CNC(=O)CC[C@H]2CNC(=O)[C@@H]3[C@@H](CCN3Cc3cccs3)N2C)cc1 | 7%
CCc1ccccc1NC(=O)Cn1c(-c2ccc(F)cc2)nc(C)cc1=O | 5%
COc1ccc(C2Cn3nnc(C(=O)Nc4cc(C)ccc4F)c3CO2)cc1 (stereo unspecified) | 46%[activator]
CN(Cc1ccon1)Cc1cc2n(n1)CCN(C(=O)c1ncoc1C1CC1)C2 | -22%
O=C1NCc2ccccc2CC12CCN(Cc1cccc(O)c1)CC2 | 3%[6.33 µM]
Cc1cc(=O)n(CC(=O)Nc2ccc(Br)cc2F)c(N2CCc3ccccc3C2)n1 | ?
COc1ccccc1Nc1cnc2ccc(N(C)Cc3cccnc3)nn12 | 3%[176 µM]
COc1ccc(C[C@H](NC(=O)[C@@]2(O)C[C@@H](O)[C@H](O)[C@@H](NC(=O)Cc3cccs3)C2)C(N)=O)cc1 | -2%

High-throughput results: PubChem, National Center for Advancing Translational Sciences (NCATS)

This is a subset, so the mix of outcomes need not match the whole.
